a7 integrin act: qHTS for Activators of Integrin-Mediated Alleviation for Muscular Dystrophy; alpha7betagal myoblasts, beta-gal FDG fluorescence, 48 h; Potency, µM (series often up to 38.3 µM), inactives show top-dose activation, usual class: activators; 0.064% of 350,000 active;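 further: potency means the concentration at half of the fitted maximal effect; 100% = response of the positive control SU9516; nearly all actives have a fitted effect of over 60% in size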
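Alpha7betagal+/- myoblasts (passage 13) were plated 16-24 hr, then exposed to compounds (1:260 dilution of DMSO stock) for 48 hours at 37C. After MPER lysis, β-galactosidase reporter activity was read as FDG fluorescence (ex 480/em 540) after 30 minutes.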
TSG101-PTAP inh: qHTS Assay for Iinhibitors of HIV-1 Budding by Blocking the Interaction of PTAP/TSG101; Potency, µM (top dose mostly 115 µM), for the others: top-dose activity change, negative = inhibition, usual class: inhibitors; 340,000 tested, under 10 active; Fluorescence polarization, FITC-PTAP peptide / Tsg101 binding; active means well fitted inhibition curve with a large enough effect in the main read-out, with a control signal flat, not every such curve was filed as active; inconclusive means small, poorly fitted or top-dose-only effect, or effect the other way, or a change in a side signal; inactive means no such curve, though single readings can be large or run the other way; further: potency means the concentration at half of the fitted maximal effect; % of control where 0% means no effect
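FP read-out: FITC-PTAP peptide, 50 nM final, binding Tsg101 binding domain, 10 uM final; 20 min, r.t.; 10 mM HEPES pH 7.5, 0.15 M NaCl, 0.01% Tween 20, 3 mM EDTA, 0.1 mM TCEP.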
A-T KAP1 phos: qHTS Assay for Identifying a Potential Treatment of Ataxia-Telangiectasia | 0.19% of 320,000 active | Potency, µM (series often up to 57.5 µM), without a hit: at the highest dose activation, actives largely listed as activators | […] A-T fibroblasts, KAP-1 phosphorylation AlphaLISA; neocarzinostatin DNA damage 30 min before lysis; further: potency means the concentration at half of the fitted maximal effect; % of control where 0% means no effect; nearly all actives have a fitted effect of over 45% in size
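hTERT-immortalized A-T patient fibroblasts ([…]), 500 cells/well in OPTI-MEM, 1% FBS, got compounds for 60 min, then NCS for 30 min at 37C. Lysates were then assayed for phospho-KAP-1 by AlphaLISA (anti-pKAP1 donor, anti-KAP1 acceptor beads), 6 hr at 25C.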
TSHR antag: Antagonists of the Thyroid Stimulating Hormone Receptor: HTS campaign. TSHR-expressing cells, TSH-stimulated cAMP HTRF, 2 h; stronger effect = lower value. Thyrotropin receptor (Homo sapiens), P16473. AID 504810, 2011. 0.2% of 330,000 active. activity change, negative = inhibition, % at 11.5 µM;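 active means activity change below a set negative limit, meaning inhibition stronger than a set level, cut at about -70% in these data; inconclusive means activity change between two set negative limits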; further: on the % scale 0 is the no-effect control and ±100 the full control effect
Target sequence (P16473 whole entry, looked up): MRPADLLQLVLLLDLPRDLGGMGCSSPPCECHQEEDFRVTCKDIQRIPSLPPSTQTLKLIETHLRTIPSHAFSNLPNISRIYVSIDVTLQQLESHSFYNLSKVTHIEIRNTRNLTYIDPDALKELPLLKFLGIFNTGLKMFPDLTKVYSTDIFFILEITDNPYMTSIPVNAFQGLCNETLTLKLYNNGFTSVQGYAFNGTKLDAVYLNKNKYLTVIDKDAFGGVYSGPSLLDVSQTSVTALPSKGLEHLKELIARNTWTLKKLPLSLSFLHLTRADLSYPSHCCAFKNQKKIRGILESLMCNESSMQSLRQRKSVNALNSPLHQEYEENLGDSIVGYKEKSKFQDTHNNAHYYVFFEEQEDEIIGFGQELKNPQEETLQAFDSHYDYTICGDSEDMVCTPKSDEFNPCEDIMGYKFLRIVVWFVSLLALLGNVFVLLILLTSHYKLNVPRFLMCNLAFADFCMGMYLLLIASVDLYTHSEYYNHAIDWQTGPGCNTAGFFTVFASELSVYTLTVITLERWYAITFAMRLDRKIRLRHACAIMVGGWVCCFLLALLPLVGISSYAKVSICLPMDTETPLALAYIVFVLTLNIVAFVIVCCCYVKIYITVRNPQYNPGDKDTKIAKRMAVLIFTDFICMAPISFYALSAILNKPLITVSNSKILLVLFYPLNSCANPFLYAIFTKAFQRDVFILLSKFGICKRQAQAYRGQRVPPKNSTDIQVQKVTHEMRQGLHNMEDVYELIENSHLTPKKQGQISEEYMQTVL
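Cell-based HTRF cAMP assay; TSHR cells + compound, TSH EC80 (4nM final), 2 h, 37 deg C. Lysis with anti-cAMP cryptate and cAMP-d2, 30 min RT, read 665/620 nm.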
TCR activator: Activators of T cell receptors: qHTS campaign; primary human leukocytes, anti-CD3, IL-2 HTRF, 48 h; Potency, µM (highest dose often 9.22 µM), for the others: at the highest dose activation of IL-2 secretion, hits mostly activators; 330,000 tested, under 10 active; further: % of control where 0% means no effect
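Primary human leukocytes were stimulated with a-CD3 beads plus compounds for 48 hr without co-stimulation; secreted IL-2 was quantified by HTRF using a-IL-2-K (europium cryptate) and a-IL-2-d2, excited at 320nm with acceptor emission read at 665nm.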
Mito fusion yeast: qHTS Assay for Small Molecule Inhibitors of Mitochondrial Division or Activators of Mitochondrial Fusion. Potency, µM (doses to about 46.1 µM), inactives show at the highest dose growth rescue (activation), most hits filed as activators. 0.23% of 320,000 active. S. cerevisiae fusion-defective mutant growth rescue, CellTiterGlo 48 h;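 further: potency means the concentration at half of the fitted maximal effect; % of control where 0% means no effect; nearly all actives have a fitted effect of over 45% in size; temperature-sensitive fusion mutants such as fzo1-1 at 37 °C on non-fermentable ethanol glycerol medium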
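Compounds are tested for their ability to restore growth of mitochondrial fusion-defective yeast strains at non-permissive 37C in YPEG medium over 48 hours. Viability is quantified by luciferase luminescence.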
MBNL1 CUG block: qHTS Assay for Inhibitors of MBNL1-poly(CUG) RNA binding; AID 2675, 2010; 0.036% of 280,000 active; Potency, µM (series often up to 57.5 µM), inactives show at the top dose activity change, negative = inhibition, hits mostly inhibitors; Muscleblind-like protein 1 (Homo sapiens), Q9NR56; TR-FRET MBNL1-His/biotin-(CUG)12 binding, 665/545 ratio; active means well fitted inhibition curve with a large enough effect in the signal ratio, with a control signal flat, not every such curve was filed as active; inconclusive means small, poorly fitted or top-dose-only effect, or effect the other way, or a change in a side signal; inactive means no such curve, though single readings can be large or run the other way; the % refers to the signal ratio; further: potency means the concentration at half of the fitted maximal effect; on the % scale 0 is the no-effect control and ±100 the full control effect
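Compound titration spanned 92 nM–58 uM against the MBNL1-His/biotin-(CUG)12 complex. After 60 min at room temperature with 5 nM streptavidin-XL665 and 0.055 ng/ul terbium anti-His, ratiometric 665/545 nm emission (Ex 340 nm) normalized to controls.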
ASM inhibitor: Inhibitors of Secretory Acid Sphingomyelinase (S-ASM): qHTS | AID 504937, 2011 | Potency, µM (titrated, usually from 57.5 µM), for the others: at the highest dose activity change, negative = inhibition, usual class: inhibitors | 0.006% of 340,000 active | placental ASM, HMU-PC fluorogenic substrate, 60 min | Sphingomyelin phosphodiesterase (Homo sapiens), P17405; further: potency means the concentration at half of the fitted maximal effect
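qHTS format. ASM enzyme prepared from human placenta hydrolyses the fluorogenic substrate HMU-PC0 (9 uM final) over 60 min at 37 °C after a 10 min compound preincubation.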
Menin MLL FP TR: qHTS Assay for Inhibitors Targeting the Menin-MLL Interaction in MLL Related Leukemias: Competition With Texas Red Labeled MLL-derived Mutant Peptide. Potency, µM (titrated, usually from 61.6 µM), inactives show top-dose FP activity change, negative = inhibition, actives largely listed as inhibitors. 0.23% of 270,000 active. O00255. Menin + Texas Red MLL mutant peptide, fluorescence polarization. AID 1768, 2009; active means well fitted inhibition curve with a large enough effect in the polarisation, with a control signal flat, not every such curve was filed as active; inconclusive means small, poorly fitted or top-dose-only effect, or effect the other way, or a change in a side signal; inactive means no such curve, though single readings can be large or run the other way; the % refers to the polarisation; further: potency means the concentration at half of the fitted maximal effect; % of control where 0% means no effect; many of its hits are not listed in these tables
CXXC DNA block: qHTS Fluorescence Polarization Assay for Inhibitors of MLL CXXC domain - DNA interaction. Histone-lysine N-methyltransferase 2A (Homo sapiens), Q03164. Potency, µM (top dose mostly 115 µM), for inactives: top-dose activity change, negative = inhibition, actives largely listed as inhibitors. MLL-CXXC / FITC-HOXA9 DNA fluorescence polarization. 0.037% of 290,000 active; active means well fitted inhibition curve with a large enough effect in the polarisation, with a control signal flat, not every such curve was filed as active; inconclusive means small, poorly fitted or top-dose-only effect, or effect the other way, or a change in a side signal; inactive means no such curve, though single readings can be large or run the other way; the % refers to the polarisation; further: potency means the concentration at half of the fitted maximal effect
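Steps: dispense CXXC domain solution (7 uM) → pin compounds or unlabeled HOX-A9 DNA control → 5 min ambient → add FLSN-HOX-A9 solution (50 nM) → spin → 30 min ambient → fluorescence polarization. Tris pH 7.5/NaCl/DTT/BSA buffer.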
Numbers without * were called inactive; ? = inconclusive; nt = not tested or not shown; [ ] = remark or other dose. Unless noted, the call rests on the fitted dose curve; in most records, active means well fitted curve in the direction sought with a large enough effect; inconclusive means small, poorly fitted or top-dose-only effect, or another doubt; inactive means no such curve, though single readings can be large; an effect the other way counts as inactive or inconclusive. Only part of the results is shown; the hit share may differ from the screen's.

1: C=CCN(CCNP(=O)(OCC)OCC)CP(=O)(OCC)OCC
2: CC(=O)/C(=N\Nc1ccccc1)Sc1nnc(-c2ccccc2)n1-c1ccccc1
3: CCOC(=O)NC1CCS(=O)(=O)C1 (stereo not drawn)
4: CCOc1ncccc1C(=O)NCC(c1ccco1)N1CCCCC1 (stereo not drawn)
5: CCc1ccccc1NC(=O)NNC(=O)CCc1ccccc1
Assay by compound	1	2	3	4	5
a7 integrin act	-38%[inhibitor]	-5%	15%	-22%	-32%
TSG101-PTAP inh	-1%	0%	0%	-2%	5%
A-T KAP1 phos	-2%	-1%	-4%	-19%	6%
TSHR antag	7	25	-9	21	8
TCR activator	3%	4%[46.1 µM]	-1%	5%	-6%
Mito fusion yeast	2%	2%	1%	nt	2%
MBNL1 CUG block	-3%	-19%	-8%	nt	-8%
ASM inhibitor	2%	3%	2%	-1%	2%
Menin MLL FP TR	-9%	11%	5%	nt	0%
CXXC DNA block	8%	-9%	17%	nt	-4%

6: CCOc1cc(C)c(-c2onc(C(F)(F)F)c2-c2csc(C)n2)c(O)c1
7: CC(=O)Oc1ccc(N(C(C)=O)S(=O)(=O)c2ccc(C)cc2C)c2ccccc12
8: Cc1nn(C)c(C)c1NS(=O)(=O)c1ccc(OC(F)(F)F)cc1
9: COc1ccccc1N1CCN(/N=C/c2cc(OC)c(O)c(OC)c2)CC1
10: CN(C)/C=N/c1nc2nccc(-c3ccc(Cl)cc3)n2n1
Assay by compound	6	7	8	9	10
a7 integrin act	-4%	-43%	-2%	0%	-10%
TSG101-PTAP inh	-7%	0%	0%	0%	1%
A-T KAP1 phos	3%	-11%	11%	5%	7%
TSHR antag	-6	-20	-21	7	-2
TCR activator	0%	-1%	0%	3%[46.1 µM]	-4%
Mito fusion yeast	-6%	-8%	5%	2%	-2%
MBNL1 CUG block	9%	3%	nt	nt	?
ASM inhibitor	-11%	9%	0%	0%	253%[activator]
Menin MLL FP TR	27%	30%	nt	-20%	0%
CXXC DNA block	0%	-11%	nt	-10%	0%

Full records, looked up by structure. Values in the order: a7 integrin act	TSG101-PTAP inh	A-T KAP1 phos	TSHR antag	TCR activator	Mito fusion yeast	MBNL1 CUG block	ASM inhibitor	Menin MLL FP TR	CXXC DNA block
CN(C)/C=N/c1nc2nccc(-c3ccc(Cl)cc3)n2n1 as listed: -10%	1%	7%	-2	-4%	-2%	?	253%[activator]	0%	0%
COc1ccccc1N1CCN(/N=C/c2cc(OC)c(O)c(OC)c2)CC1 as listed: 0%	0%	5%	7	3%[46.1 µM]	2%	nt	0%	-20%	-10%

The listing continues.
11: CS(=O)(=O)N(CC(=O)NCCSCc1c(F)cccc1Cl)c1ccc2c(c1)OCO2
12: CCN(C(=O)CSc1nc2ccccc2c(=O)n1C(C)COC)C1CCS(=O)(=O)C1 (stereo not drawn)
13: Cc1ccc(C)c(OCC(=O)Nc2cc(C)on2)c1
14: Cc1cnccc1NC(=O)c1cccs1
15: Cc1ccc(C(=O)COC(=O)c2cn3ccccc3n2)cc1
Assay by compound	11	12	13	14	15
a7 integrin act	18%	13%	-1%	16%	-26%
TSG101-PTAP inh	-1%	0%	0%	-4%	-3%
A-T KAP1 phos	8%	15%	8%	5%	-5%
TSHR antag	7	-10	-5	-1	11
TCR activator	-21%	2%	-1%[46.1 µM]	0%	5%
Mito fusion yeast	15%	5%	-3%	-1%	-1%
MBNL1 CUG block	-10%	0%	-1%	6%	8%
ASM inhibitor	2%	-1%	0%	2%	5%
Menin MLL FP TR	-12%	-14%	-5%	5%	-1%
CXXC DNA block	-3%	-1%	-4%	-1%	16%

16: Cc1ccc(Cn2nnc3c(=O)n(CC(=O)N4CCN(c5ccccc5)CC4)cnc32)cc1
17: O=C(CN(Cc1ccco1)C(=O)Cn1nnc(-c2ccc(F)cc2)n1)NC1CCCC1
18: COc1cccc(-c2nc(CS(=O)(=O)CC(=O)NCCc3ccc(C)cc3)c(C)o2)c1
19: O=C(CNC(=O)c1ccc(Br)o1)NNC(=O)c1ccccc1
20: COc1ccc(OC)c2[nH]c(=O)c(CCNC(=S)NC(C)(C)C)cc12
Assay by compound	16	17	18	19	20
a7 integrin act	17%	6%	-20%	-11%	7%
TSG101-PTAP inh	-7%	-3%	5%	-3%	-3%
A-T KAP1 phos	-4%	1%	-6%	8%	-3%
TSHR antag	-9	-8	12	1	-2
TCR activator	3%	nt	-6%	-2%	0%
Mito fusion yeast	-10%	0%	31%	0%	-2%
MBNL1 CUG block	3%	-6%	27%	nt	-4%
ASM inhibitor	0%	-1%	-3%	3%	7%
Menin MLL FP TR	15%	8%	-2%	nt	1%
CXXC DNA block	14%	2%	-16%	nt	5%

21: Cc1ccc(OCC(=O)N/N=C\c2cccn2C)c([N+](=O)[O-])c1
22: CCCNC(=O)Cn1cnc2sc(C(=O)N3CCN(CCC)CC3)c(C)c2c1=O
23: Cc1ccc(S(=O)(=O)N2CCC(=O)N2)cc1
24: CCN(c1ccccc1)S(=O)(=O)c1cc(C(=O)OC(C)C(=O)Nc2ccc3c(c2)OCCO3)ccc1C (stereo not drawn)
25: COc1cc(C(=O)NCC(=O)OCC(=O)Nc2nnc(-c3ccccc3)o2)cc(OC)c1OC
Assay by compound	21	22	23	24	25
a7 integrin act	11%	-15%	17%	20%	1%
TSG101-PTAP inh	-2%	-7%	-1%	-6%	-1%
A-T KAP1 phos	-1%	-2%	-4%	4%	8%
TSHR antag	0	-6	-12	-5	-2
TCR activator	4%	-2%	0%	4%	2%
Mito fusion yeast	4%	-3%	2%	4%	-6%
MBNL1 CUG block	?	-5%	-5%	-3%	nt
ASM inhibitor	-5%	-1%	2%	2%	3%
Menin MLL FP TR	-8%	3%	-19%	?	nt
CXXC DNA block	-3%	-3%	1%	1%	nt

26: O=C(c1ccc(Cl)cc1)c1ccc(OCC(O)CN2CCOCC2)cc1 (stereo not drawn)
27: COC(=O)c1ccc(SC2CCCCC2)c([N+](=O)[O-])c1
28: O=C(CSc1ncnc2c1sc1ccccc12)Nc1ccc(Br)cc1
29: COc1ccc(/C(=N/OC(C)=O)c2nccc3cc(OC)c(OC)cc23)cc1OC
30: O=S1(=O)N=C(N2CCN(Cc3ccc4c(c3)OCO4)CC2)c2ccccc21
Assay by compound	26	27	28	29	30
a7 integrin act	-1%	-33%	20%	3%	4%
TSG101-PTAP inh	0%	-6%	-1%	-4%	-5%
A-T KAP1 phos	6%	6%	-4%	-1%	3%
TSHR antag	-6	-12	15	18	-9
TCR activator	-17%	1%	3%	-7%	-1%
Mito fusion yeast	10%	14%	-2%	-3%	-1%
MBNL1 CUG block	1%	?	nt	6%	0%
ASM inhibitor	0%	-7%	-11%	2%	0%
Menin MLL FP TR	5%	7%	-25%	nt	5%
CXXC DNA block	2%	4%	-2%	5%	3%

31: CCN(CC)S(=O)(=O)c1ccc2c(c1)c(=O)c(C(=O)NCCc1ccccc1)cn2C
32: COc1ccc(S(=O)(=O)Nc2ccc3oc(C)c(C(=O)O)c3c2)cc1
33: CN(Cc1ccccc1)C(=O)c1ccc2c(c1)S(=O)(=O)N=C1CCCCCN12
34: Cc1ccc(NC(=O)CCCC(=O)OC(C)C(=O)c2ccccc2)cc1 (stereo not drawn)
Assay by compound	31	32	33	34
a7 integrin act	15%	2%	-31%	-20%
TSG101-PTAP inh	-8%	-7%	-6%	0%
A-T KAP1 phos	-23%	-1%	3%	-1%
TSHR antag	-10	-1	9	-7
TCR activator	-4%	-2%	7%	-3%
Mito fusion yeast	8%	-2%	nt	-3%
MBNL1 CUG block	36%[activator]	-7%	nt	0%
ASM inhibitor	-29%	-3%	-1%	2%
Menin MLL FP TR	22%	-6%	nt	?
CXXC DNA block	15%	-19%	nt	0%
